NPC1 prom act = activates the NPC1 promoter | Potency, µM (doses to about 9.22 µM), for the others: top-dose activation, actives largely listed as activators | AID 485313 | 320,000 tested, 2.4% active | Huh7 NPC1 promoter luciferase reporter, 24 h;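 further: potency means the concentration at half of the fitted maximal effect; % of control where 0% means no effect; nearly all actives have a fitted effect of over 60% in size; reporter is driven by a mutant NPC1 promoter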
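Luciferase expression driven by the NPC1 promoter was measured in stably transfected Huh7 cells after a 24 h compound incubation, using a luciferase reagent and a luminescence read.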
uPA generation = inhibitors of cell surface uPA generation. cell surface uPA generation assay, qHTS. Potency, µM (highest dose often 38.3 µM), for the others: top-dose activity change, negative = inhibition, most hits filed as inhibitors. 330,000 tested, 0.31% active. AID 540303; active means well fitted inhibition curve with a large enough effect; inconclusive means small, poorly fitted or top-dose-only effect; inactive means no such curve, though single readings can be large or run the other way; tested in mouse RAW 264.7 cells; further: potency means the concentration at half of the fitted maximal effect; on the % scale 0 is the no-effect control and ±100 the full control effect; nearly all actives have a fitted effect of over 55% in size
KCNH2 3.1 inh = blocks the human KCNH2 3.1 channel isoform. U2OS KCNH2 3.1, thallium flux FluxOr; hits give low values. AID 720553. activity change, % (tested at about 1.8 µM). 340,000 tested, 0.95% active;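 active means maximum activity change below -70%; inconclusive means maximum activity change from -70% to -50%; inactive means maximum activity change above -50%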;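 further: thallium influx rate constant from kinetic fluorescence after stimulation buffer; on the % scale 0 is the no-effect control and ±100 the full control effect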
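Thallium flux read-out: FluxOr dye with Red40 quencher in HBSS/HEPES, 45 min at RT. Rate constants from kinetic reads were normalized to positive and negative DMSO controls. Cells: U2OS virally expressing the 3.1 isoform.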
Coupling enz = counter-screen for Giardia aldolase inhibitors: coupling enzyme system; activity change, negative = inhibition, % at 58.2 µM, hits read low; 290,000 tested, 0.67% active; coupling enzyme system counterscreen, AmpLite Red fluorescence; AID 2472; in the data active means activity change below about -30%; further: on the % scale 0 is the no-effect control and ±100 the full control effect
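First, compound is pin-transferred into glyceraldehyde-3-phosphate coupling-enzyme reagent at 57.5 uM final and held 10 min at RT. Next, substrate, coupling system and AmpLite Red are added. After 20 min RT, fluorescence (525/598 nm) is read.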
VP16 counter = Gal4-VP16 reporter inhibition counter-screen; Drosophila S2 Gal4-VP16 UAS-luciferase, luminescence, 20 h; Potency, µM (highest dose often 53.6 µM), for inactives: top-dose activity, negative = inhibition, actives largely listed as inhibitors; 310,000 tested, 3.5% active; AID 2546;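 further: Gal4-VP16 expression switched on by copper sulfate through the metallothionein promoter; potency means the concentration at half of the fitted maximal effect; on the % scale 0 is the no-effect control and ±100 the full control effect; nearly all actives have a fitted effect of over 50% in size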
RORgamma inh = blocks mouse ROR gamma transcriptional activity; Potency, µM (titrated, usually from 53.6 µM), without a hit: at the highest dose activity change, negative = inhibition, hits mostly inhibitors; Drosophila S2 Gal4-RORgamma UAS-luciferase reporter, 20 h; AID 2551; P51450; 310,000 tested, 5.4% active; further: potency means the concentration at half of the fitted maximal effect; on the % scale 0 is the no-effect control and ±100 the full control effect; nearly all actives have a fitted effect of over 60% in size
Target sequence (P51450 whole entry, looked up, the tested form may be a part): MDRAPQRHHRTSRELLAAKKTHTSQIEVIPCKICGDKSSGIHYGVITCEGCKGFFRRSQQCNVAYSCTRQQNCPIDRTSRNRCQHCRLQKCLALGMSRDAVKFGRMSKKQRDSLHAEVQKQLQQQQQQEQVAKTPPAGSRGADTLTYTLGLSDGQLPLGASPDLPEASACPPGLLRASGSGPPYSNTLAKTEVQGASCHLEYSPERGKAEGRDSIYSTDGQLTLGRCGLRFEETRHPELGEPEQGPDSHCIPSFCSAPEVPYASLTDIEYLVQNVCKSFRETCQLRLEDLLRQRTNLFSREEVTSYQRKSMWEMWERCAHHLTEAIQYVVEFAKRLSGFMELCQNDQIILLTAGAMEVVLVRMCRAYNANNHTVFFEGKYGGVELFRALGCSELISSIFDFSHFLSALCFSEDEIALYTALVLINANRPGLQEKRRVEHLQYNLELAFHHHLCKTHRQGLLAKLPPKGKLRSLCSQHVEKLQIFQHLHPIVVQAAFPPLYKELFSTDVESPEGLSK
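Luciferase reporter read in Schneider cells carrying Gal4-RORγ (mouse) and UAS-Photinus luciferase; cells given compound 1 h before 700 uM copper sulfate induction, then incubated 20 h at ambient temperature.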
Tb PFK block = inhibitors of T. brucei phosphofructokinase. T. brucei PFK, ADP-Glo luminescence. Potency, µM (top dose mostly 57.5 µM), for the others: at the top dose activity, negative = inhibition, most hits filed as inhibitors. 330,000 tested, 0.17% active;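 further: potency means the concentration at half of the fitted maximal effect; 0% = uninhibited 1x PFK enzyme wells and -100% = no-enzyme wells; nearly all actives have a fitted effect of over 60% in size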
Target sequence (O15648 whole entry, looked up): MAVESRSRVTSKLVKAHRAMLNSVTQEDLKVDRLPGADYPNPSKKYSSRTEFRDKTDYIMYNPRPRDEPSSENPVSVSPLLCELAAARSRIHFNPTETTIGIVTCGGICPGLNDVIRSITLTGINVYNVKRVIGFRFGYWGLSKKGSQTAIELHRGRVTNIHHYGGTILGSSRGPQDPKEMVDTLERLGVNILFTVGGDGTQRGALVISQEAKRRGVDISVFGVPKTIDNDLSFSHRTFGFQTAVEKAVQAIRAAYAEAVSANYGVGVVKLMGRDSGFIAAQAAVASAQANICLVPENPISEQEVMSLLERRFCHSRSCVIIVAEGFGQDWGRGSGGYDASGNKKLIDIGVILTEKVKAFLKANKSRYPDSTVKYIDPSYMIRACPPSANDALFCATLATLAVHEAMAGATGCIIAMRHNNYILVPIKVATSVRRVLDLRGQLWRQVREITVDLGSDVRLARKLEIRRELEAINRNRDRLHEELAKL
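In TEA buffer at pH 8.0 with 5 mM MgCl2, enzyme (1.25 nM) converted F6P (0.5 mM) and ATP (0.1 mM) for 45 min at room temperature. ADP product was read by luciferase luminescence.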
Rab9 promoter act = activators of Rab9 promoter. Huh7 Rab9 promoter-luciferase reporter, luminescence, 24 h. Potency, µM (top dose mostly 9.22 µM), without a hit: top-dose activation, negative = inhibition, usual class: activators. 320,000 tested, 2.8% active; further: potency means the concentration at half of the fitted maximal effect; % of control where 0% means no effect; nearly all actives have a fitted effect of over 60% in size
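Luminescence read-out: Huh7 cells stably expressing Rab9-luciferase, treated 24 h with compound at 37 °C, then lysed with luciferase reagent for 10 min at ambient before reading.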
FLuc counter = counter-screen for miR-21 project: firefly luciferase inhibitors or activators; P08659; Potency, µM (top dose mostly 57.5 µM), inactives show top-dose activity change, negative = inhibition, most hits filed as inhibitors; purified FLuc, Km substrates, luminescence inhibition; 360,000 tested, 6.9% active; AID 588342;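 further: potency means the concentration at half of the fitted maximal effect; plate controls were vehicle for no effect and reference inhibitor for full effect; nearly all actives have a fitted effect of over 55% in size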
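Biochemical qHTS of compounds, final roughly 60 µM downward over six points, against 10 nM purified firefly luciferase using Km concentrations of substrates (10 uM D-luciferin, 10 uM ATP) in Tris acetate pH 7.5 buffer; luminescence output.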
ELG1 genotoxic = inducers of genotoxicity in HEK293T ELG1-luciferase cells. 330,000 tested, 1.3% active. HEK293T ELG1-luciferase reporter, luminescence, 16 h. AID 504466. Potency, µM (highest dose often 46 µM), for the others: top-dose activity change, positive = activation, most hits filed as activators; further: potency means the concentration at half of the fitted maximal effect; % of control where 0% means no effect; nearly all actives have a fitted effect of over 60% in size
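Quantitative HTS format in 1536-well plates. HEK293T ELG1-luciferase reporter cells receive test compound and are incubated 16 hr at 37 °C, 5% CO2; ONE-Glo added, 30 min room temperature, then luminescence read.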
Giardia kill = kills Giardia lamblia; Giardia lamblia trophozoite viability; activity change, % at 7.66 µM, hits read low; 340,000 tested, 0.15% active; AID 540267; in the data active means activity change below about -80%; inconclusive means between about -30% and that limit;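 further: parasites exposed to compound for two days anaerobically before the ATP read; on the % scale 0 is the no-effect control and ±100 the full control effect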
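Giardia lamblia trophozoites (100 cells/well) were incubated with compounds for 48 h at 37 deg C under anaerobic conditions. Viability was read as ATP content by one-step luminescence after 15-30 min at room temperature.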
Starred values were filed as active, the others as inactive; ? = inconclusive; / = not tested or not shown; [ ] = remark or other dose. Unless noted, the call rests on the fitted dose curve; in most records, active means well fitted curve in the direction sought with a large enough effect; inconclusive means small, poorly fitted or top-dose-only effect, or another doubt; inactive means no such curve, though single readings can be large; an effect the other way counts as inactive or inconclusive.

SMILES | NPC1 prom act | uPA generation | KCNH2 3.1 inh | Coupling enz | VP16 counter | RORgamma inh | Tb PFK block | Rab9 promoter act | FLuc counter | ELG1 genotoxic | Giardia kill
Cc1cc(C)c2[nH]c(=O)c(C(c3nnnn3Cc3ccc4c(c3)OCO4)N3CCCC3)cc2c1 (stereo unspecified) | -4% | 2% | 2 | -2 | -1% | 10% | -4% | -5% | -3% | -2% | -8
O=C1c2ccccc2[C@@H]2C[C@@H](O)[C@H](Nc3ccccc3)CCN12 | / | -1% | 3 | / | / | / | -1% | / | / | -3% | -4
COCCCNC(=O)Cn1nc(-c2ccc(C)cc2)ccc1=O | -2% | -7% | 8 | 0 | 5% | -5% | 4% | -2% | -3% | 0% | -2
Cc1nc2sc(C(c3cccs3)N3CCN(c4cccc(Cl)c4)CC3)c(O)n2n1 (stereo unspecified) | -2% | -10% | ? | 4 | -17% | -45% | 0% | -1% | 7% | -1% | -11
Cc1ccc(C(=O)Cn2nc(C)c([N+](=O)[O-])c2C)c(C)c1 | 1% | -6% | -4 | 0 | 12% | 31% | -9% | 1% | -19% | 9% | 4
N#Cc1ccccc1 | -2% | -2% | -3 | / | -7% | -24% | 0% | 3% | -1% | 3% | -13
FC(F)(F)c1cccc(N2Cc3ccccc3C2)c1 | -3% | 0% | 11 | -1 | 6% | 20% | -3% | 11% | ? | 12% | -13
COc1ccc(C)cc1NC(=O)COC(=O)c1ccc2c(c1)OCO2 | -3% | -9% | -7 | / | / | / | 2% | -7% | / | 0% | -20
O=C(O)c1cc([N+](=O)[O-])ccc1N1CCC(Cc2ccccc2)CC1 | -1% | -2% | -5 | 13 | 2% | 11% | 3% | -4% | 1% | 3% | 2
Cc1ccccc1-n1nc2c(c1NC(=O)COc1ccc(Cl)cc1)CS(=O)C2 (stereo unspecified) | 3% | 5% | 17 | 5 | 4% | 16% | -1% | -11% | -1% | -4% | 14
CCc1nnc(NC(=O)CCC(=O)N2CCN(Cc3cc(F)ccc3OC)CC2)s1 | 2% | 2% | 2 | 4 | -16% | -10% | 2% | -5% | 1% | -3% | 25
Cc1onc(-c2ccccc2)c1C(=O)N1CCN(Cc2ccc3c(c2)OCO3)CC1 | -1% | 10% | 4 | -3 | -1% | 25% | 2% | -5% | -2% | -7% | -20

One compound at a time (already shown). Order of values: NPC1 prom act	uPA generation	KCNH2 3.1 inh	Coupling enz	VP16 counter	RORgamma inh	Tb PFK block	Rab9 promoter act	FLuc counter	ELG1 genotoxic	Giardia kill
O=C(O)c1cc([N+](=O)[O-])ccc1N1CCC(Cc2ccccc2)CC1 is entered as -1%	-2%	-5	13	2%	11%	3%	-4%	1%	3%	2
Cc1ccccc1-n1nc2c(c1NC(=O)COc1ccc(Cl)cc1)CS(=O)C2 (stereo unspecified) is entered as 3%	5%	17	5	4%	16%	-1%	-11%	-1%	-4%	14
Cc1onc(-c2ccccc2)c1C(=O)N1CCN(Cc2ccc3c(c2)OCO3)CC1 is entered as -1%	10%	4	-3	-1%	25%	2%	-5%	-2%	-7%	-20
O=C1c2ccccc2[C@@H]2C[C@@H](O)[C@H](Nc3ccccc3)CCN12 is entered as /	-1%	3	/	/	/	-1%	/	/	-3%	-4
COc1ccc(C)cc1NC(=O)COC(=O)c1ccc2c(c1)OCO2 is entered as -3%	-9%	-7	/	/	/	2%	-7%	/	0%	-20

More records
SMILES | NPC1 prom act | uPA generation | KCNH2 3.1 inh | Coupling enz | VP16 counter | RORgamma inh | Tb PFK block | Rab9 promoter act | FLuc counter | ELG1 genotoxic | Giardia kill
CC1(C)CC(=O)C=C(Nc2cccc(F)c2)C1 | -3% | -7% | 0 | -2 | 7% | 3% | 0% | -7% | -2% | -5% | 7
O=C(COc1ccccc1F)N1CCN(S(=O)(=O)/C=C/c2ccccc2)CC1 | -6% | -5% | -14 | 4 | -9% | 12% | 3% | -6% | -4% | -6% | 46[activator]
O=C(NCc1ccc(Cl)cc1)c1cccnc1 | 4% | -3% | 6 | 1 | -3% | 1% | -5% | 4% | 3% | 1% | -6
O=C(CCC(=O)N(c1cccc(F)c1)C(C(=O)NC1CCCC1)c1ccncc1)Nc1cccnc1 (stereo unspecified) | -4% | 2% | -16 | -3 | 0% | ? | -10% | -1% | 0% | 2% | 2
Cc1cc(C)cc(OCC(=O)Nc2nc(-c3ccccn3)cs2)c1 | 0% | 0% | 8 | / | / | / | -1% | -1% | 4% | 0% | 40[activator]
CCOC(=O)N1CCN(c2c(N3CCC(N4CCCCC4)CC3)c(=O)c2=O)CC1 | -4% | -8% | -13 | 2 | 0% | -16% | 3% | 3% | 4% | 5% | -15
Cc1ccc(NCC(=O)Nc2cccc(S(=O)(=O)N(C)C)c2)cc1S(=O)(=O)N1CCCCCC1 | -16% | -3% | -1 | / | / | / | 19% | -20% | 4% | -2% | 9
CC(C)C[C@H](NC(=O)c1[nH]cnc1C(=O)N[C@@H](Cc1ccccc1)C(=O)OC(C)(C)C)C(=O)OC(C)(C)C | -4% | ? | 1 | -14 | 11µM* | 3.2µM* | 2% | 0% | -1% | -10% | -18
C/C(CC(=O)Nc1ccc(C)c(Cl)c1)=N\NC(=O)Cc1cccs1 | -5% | -1% | -11 | -3 | -4% | -31% | 3% | -5% | 3% | 5% | 9
O=C(CC1(O)C(=O)Nc2ccccc21)c1ccccc1O (stereo unspecified) | -4% | -1% | 5 | 0 | 11% | 34% | -15% | 10% | -1% | 2% | 15
O=C1CCCC2=C1C(c1cccc(O)c1)C1=C(N2)c2ccccc2C1=O (stereo unspecified) | 0% | 1% | 6 | -8 | 0% | 2% | -11% | -5% | ? | 4% | -18
Cc1ccc(C)c(NC(=O)C(Sc2nc3ccc(C)cc3[nH]2)c2ccccc2)c1 (stereo unspecified) | 0% | -9% | / | -10 | ? | ? | 2% | -4% | 2% | -12% | -18
CC(C)CCn1cnc2c1c(=O)n(CC(=O)NC(N)=O)c(=O)n2Cc1ccccc1 | 0% | -5% | 13 | 0 | 0% | 5% | -9% | -5% | 1% | 1% | -12
COC(=O)c1ccc(NC(=O)CN(C2CCCCC2)S(C)(=O)=O)cc1 | -3% | -5% | 19 | 4 | 5% | -23% | 1% | 1% | -1% | -1% | -9
COc1ccc(Cl)cc1C(=O)Nc1ccc2c(c1)OCCO2 | ? | ? | 1 | -4 | -1% | 20% | 1% | 26% | 1.9µM* | ? | ?
NC(=O)NC(=O)CC1S/C(=N/N=C2/NC(=O)CS2)NC1=O (stereo unspecified) | -6% | 0% | 17 | 0 | 1% | -29% | 1% | -3% | 4% | 0% | -29
Cn1c(N)c(C(=O)Nc2ccccc2F)sc1=S | 0% | 12% | 28 | 0 | 6% | 42% | 0% | 1% | -14% | 4% | -20
COc1ccc(/C=C/C(=O)c2ccccc2)cc1Cn1nnc2ccccc21 | 2% | -9% | -6 | -1 | ? | ? | 0% | -5% | ? | -5% | 3
COc1ccc(Nc2nc(N)c([N+](=O)[O-])c(N3CCOCC3)n2)cc1 | 0% | 11% | -8 | 0 | -5% | 46% | 3% | -5% | -3% | -6% | 12
Cc1cccc2cc(COC(=O)c3cccnc3)c(=O)[nH]c12 | 0% | -7% | 3 | 3 | -1% | 13% | 1% | 0% | -1% | -3% | -4
CC(C)Sc1nc(N2CCOCC2)c2c(c1C#N)CC(C)(C)N(C)C2 | -1% | -3% | 0 | 1 | 0% | -20% | 0% | -2% | 1% | -8% | 7
O=C(NCCC(=O)N1CCC2(CC1)NCCc1[nH]cnc12)c1ccc(F)c(F)c1 | 1% | 5% | -5 | / | 2% | -6% | 0% | -6% | 1% | -1% | 5
CC(C)c1cc(C(F)(F)F)n2nc(C(=O)O)cc2n1 | 1% | / | -6 | -2 | 2% | -24% | -4% | -5% | 6% | 1% | -10
CCc1ccc(NC(=O)CSc2nc3ccccc3nc2N2CCCC2)cc1 | 10% | -3% | -2 | -2 | -17% | -17% | 6% | 13% | ? | 15% | -3
CCN(CC)CCCNC(=O)c1cc(Cl)c(NC(=O)C2=C(C)OCCS2)cc1OC | 3% | 0% | 5 | 8 | 7% | -22% | 0% | 4% | 1% | 3% | 4
NC(=O)C1CCN(C(=O)NC(=O)c2ccccc2)CC1 | 3% | 0% | 25 | 4 | / | / | 1% | -2% | 1% | 1% | 24
Cc1cc(=O)n2[nH]c(-c3ccccc3Cl)cc2n1 | 2% | -4% | 22 | 2 | -3% | -7% | -2% | 8% | 24µM* | -1% | -13
